Bioassay records deposited in PubChem by The Scripps Research Institute Molecular Screening Center.
IDE act = activators of human insulin-degrading enzyme in cells; HEK cells, FAbeta-B cleavage, fluorescence polarization; 0% vehicle, 100% cell-free pure enzyme wells; AID 493087; activation, % at 5.96 µM; hit rate 0.073% among 340,000;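 active = activation above the mean of all tested compounds plus 3 SD, set per screening campaign, cut at about 17% in these data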
Target sequence (P14735 whole entry, looked up): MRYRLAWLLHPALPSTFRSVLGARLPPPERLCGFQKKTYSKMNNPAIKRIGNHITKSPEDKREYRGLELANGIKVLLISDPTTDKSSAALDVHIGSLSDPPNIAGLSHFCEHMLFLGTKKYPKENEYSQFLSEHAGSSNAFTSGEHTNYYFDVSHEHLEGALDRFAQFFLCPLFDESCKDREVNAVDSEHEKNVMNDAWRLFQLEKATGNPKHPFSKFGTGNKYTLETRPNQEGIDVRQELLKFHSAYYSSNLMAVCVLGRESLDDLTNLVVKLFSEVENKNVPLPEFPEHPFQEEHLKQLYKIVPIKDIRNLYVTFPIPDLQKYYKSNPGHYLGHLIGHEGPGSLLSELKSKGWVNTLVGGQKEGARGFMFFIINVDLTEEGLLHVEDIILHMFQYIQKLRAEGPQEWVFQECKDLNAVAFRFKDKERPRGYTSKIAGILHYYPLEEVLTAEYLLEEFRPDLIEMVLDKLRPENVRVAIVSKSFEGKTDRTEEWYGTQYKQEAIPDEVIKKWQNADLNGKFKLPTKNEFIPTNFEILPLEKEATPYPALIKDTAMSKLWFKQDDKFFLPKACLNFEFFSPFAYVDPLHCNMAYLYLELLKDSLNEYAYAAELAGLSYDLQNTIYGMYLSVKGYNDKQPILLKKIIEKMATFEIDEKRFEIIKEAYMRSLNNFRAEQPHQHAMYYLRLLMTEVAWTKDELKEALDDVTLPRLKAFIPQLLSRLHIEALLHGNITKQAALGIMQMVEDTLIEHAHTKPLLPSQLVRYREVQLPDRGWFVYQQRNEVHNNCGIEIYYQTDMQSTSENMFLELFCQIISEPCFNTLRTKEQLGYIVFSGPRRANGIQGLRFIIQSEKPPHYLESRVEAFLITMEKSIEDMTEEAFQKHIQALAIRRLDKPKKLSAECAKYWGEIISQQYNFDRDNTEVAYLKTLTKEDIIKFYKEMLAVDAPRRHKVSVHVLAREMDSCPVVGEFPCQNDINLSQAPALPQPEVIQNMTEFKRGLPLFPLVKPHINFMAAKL
Numbers without * were called inactive.

SMILES	IDE act
O=[N+]([O-])c1cc(Br)ccc1NS(=O)(=O)c1ccccc1	3.2
CC(C)NS(=O)(=O)c1ccc(NC(=O)C(C)OC(=O)CCC2CCCCC2)cc1 (stereo not drawn)	5.0
CC(NNC(=S)N1CCN(c2ccccn2)CC1)c1nccc2ccccc12 (stereo not drawn)	-9.2
Cn1c(=O)c2ncn(C)c2n(C)c1=O	3.9
Cc1ccc(C2(C)NC(=O)N(CC(=O)NC3CCCCC3)C2=O)cc1 (stereo not drawn)	-3.7
O=C(O)c1ccccc1NC(c1ccccc1)c1ccc2cccnc2c1O (stereo not drawn)	8.3
O=C1CC(c2ccccc2)(c2ccccc2)c2ccccc21	6.1
O=C(Nc1csnn1)OCc1ccccc1	-0.2
COc1ccc(NC(=O)CCN(c2ccc(OC)cc2)S(=O)(=O)c2ccc(C)c(C)c2)cc1	1.4
O=C(O)c1cc2ccccc2cn1	6.0
CC1CC(C)C(=NNC(N)=O)C(C(O)CC2CCC(=O)NC2=O)C1 (stereo not drawn)	0.1
COc1ccc(C2=Nc3ccccc3C2(O)CCN2C(=O)c3ccccc3C2=O)cc1 (stereo not drawn)	0.2
Cc1ccc(S(=O)(=O)N2CCOCC2)cc1C(=O)Nc1cc(Cl)ccc1N1CCOCC1	-5.7
CC1(C)CC(NC(=O)c2ccccc2NS(=O)(=O)c2ccc(Br)cc2)CC(C)(C)N1	3.6
COc1ccc(C=NNC(=O)CCCC(=O)NN=Cc2ccc(OC)c(O)c2)cc1O	3.2
CCCSc1nc2c([nH]1)c(=O)n(C)c(=S)n2C	4.8
S=C1NC[C@H](Cc2ccccc2)N1CC1CCN(CCCC2CCCC2)CC1	2.6
COc1cccc(-c2c(C(=O)O)cc(O)c3ccc(OC)cc23)c1	-2.1
COC(=O)Cn1c(CN2CCN(c3ccccc3F)CC2)nc2c1c(=O)n(C)c(=O)n2C	-1.5
Nc1nc(SCC(=O)N2N=C3/C(=C\c4ccco4)CCCC3C2c2ccco2)n[nH]1 (stereo not drawn)	-3.8

Molecules listed so far with a carbonyl joined to an NH by a bond outside any ring:
SMILES	IDE act
CC(C)NS(=O)(=O)c1ccc(NC(=O)C(C)OC(=O)CCC2CCCCC2)cc1 (stereo not drawn)	5.0
Cc1ccc(C2(C)NC(=O)N(CC(=O)NC3CCCCC3)C2=O)cc1 (stereo not drawn)	-3.7
O=C(Nc1csnn1)OCc1ccccc1	-0.2
COc1ccc(NC(=O)CCN(c2ccc(OC)cc2)S(=O)(=O)c2ccc(C)c(C)c2)cc1	1.4
CC1CC(C)C(=NNC(N)=O)C(C(O)CC2CCC(=O)NC2=O)C1 (stereo not drawn)	0.1
Cc1ccc(S(=O)(=O)N2CCOCC2)cc1C(=O)Nc1cc(Cl)ccc1N1CCOCC1	-5.7
CC1(C)CC(NC(=O)c2ccccc2NS(=O)(=O)c2ccc(Br)cc2)CC(C)(C)N1	3.6
COc1ccc(C=NNC(=O)CCCC(=O)NN=Cc2ccc(OC)c(O)c2)cc1O	3.2

More records follow.
SMILES	IDE act
COc1ccc(C(C)(C)C)cc1NC(=O)COC(=O)CSCc1c(C)noc1C	2.6
O=C(CN1CCN(S(=O)(=O)c2ccc(Cl)cc2)CC1)N1CCCC1	-1.9
CC(C)Cc1ccc(C(C)/C=C2/CCC(CN3CCCCC3)C2=O)cc1 (stereo not drawn)	6.1
CCOC(=O)[C@@H]1CSCCS(=O)(=O)N1	5.4
COc1ccc(/C=C/C(=O)N(C)CC(=O)Nc2cccc(F)c2)cc1S(=O)(=O)N1CCCCC1	-3.3
Cc1ccccc1OCCC(=O)N1CCN(S(=O)(=O)c2ccc(Br)cc2)CC1	-1.4
CC(C)CNC(=O)c1ccccc1C(=O)NC1(C(=O)NCC(C)C)CCCC1	-1.4
CCOC(=O)C(=O)Cc1cccnn1	1.4
Cc1cc(C(=O)C(C(c2ccccc2)N2CCOCC2)N2CCOCC2)ccc1Cl (stereo not drawn)	4.9
C(=NOCCc1ccccc1)c1ccccn1	3.6
Cc1cccc2sc(NC(=O)CCNC(=O)c3ccco3)nc12	0.2
COc1ccccc1C(CNC(=O)c1cccc(S(=O)(=O)N2c3ccccc3CC2C)c1)N(C)C (stereo not drawn)	1.7
Cc1nc2ccc(N)nc2nc1C	6.9
Clc1ccc(C=NN2CCCCCC2)cc1	5.5
COc1ccc2[nH]c3c(c2c1)CCN1C(=O)C(CC(=O)NCCCN(C)C)C[C@H](C(=O)N2CCOCC2)[C@@]31CCC1CCCC1 (stereo partly drawn)	3.1
COC(=O)c1ccc(NCc2cc(O)ccc2O)cc1	-10.0
Cc1ccc(C(CC(=O)O)NC(=O)CCNC(=O)c2ccco2)cc1 (stereo not drawn)	6.1
S=c1sscc1-c1ccccc1	2.6
CN(C)CCNC(=O)c1ccc(Cl)c2cc3ccccc3nc12	4.1
CC(C)c1ccc(S(=O)(=O)Nc2ccc(-n3cnnn3)cc2)cc1	3.9
O=C(O)c1cc(=O)[nH]c2ccccc12	-0.7
CCCCC[C@@H](/C=C/C1C(=O)C=C[C@H]1C/C=C\CCCC(=O)O)OC(C)=O (stereo partly drawn)	0.7
COc1ccccc1C(=O)NCCC(=O)N1CCN(c2ccc(C(F)(F)F)cn2)CC1	-15.2
COc1ccc(B(O)O)c(CN2CCN(C(=O)OC(C)(C)C)CC2)c1	2.7
CC(=O)Nc1ccc(NC(=O)c2ccc(-c3ccccc3Cl)o2)cc1	1.4
C=C1C(=O)C23CCC4C(C)(C(=O)OC)CCCC4(C)C2CCC1(O)C3 (stereo not drawn)	-2.3
CCOc1ccc(OCC(=O)OCC(=O)N2CCN(S(=O)(=O)c3ccc(C)cc3C)CC2)cc1	-2.6
Nc1c2c(=O)[nH]c(O)cc2nn1-c1ccccc1	-0.1
O=c1[nH]c2cc3c(cc2cc1CN(CCc1ccccc1)C(=S)NCCCN1CCOCC1)OCCO3	0.4
Cc1cc(C(=O)COC(=O)/C=C/c2cccc(Br)c2)c(C)n1C	1.3
Cc1nc(CN2CCN(S(=O)(=O)c3c(Cl)cc(Br)cc3Cl)CC2)cs1	-0.7
Oc1ccccc1C=NN=CC=Cc1ccccc1	-0.3
COCCOC(=O)C1=C(C)NC(=S)NC1c1ccc(OCC(=O)N2CC(C)OC(C)C2)c(OC)c1 (stereo not drawn)	-4.3
O=C(CCN1CCCCC1)N1CCc2c([nH]c3ccccc23)C1c1cccnc1 (stereo not drawn)	4.1
COc1cc(O)cc(/C=C/c2ccccc2)c1	3.6
O=C(NCC(c1ccco1)N1CCCC1)c1cn(-c2ccccc2)nc1-c1ccc(F)cc1 (stereo not drawn)	-2.8
CC(=O)c1ccc(N2CCN(Cc3cc(=O)n4c(-c5ccccc5)csc4n3)CC2)cc1	-2.6
COc1ccc2[nH]c3c(c2c1)CCN1C(=O)C(CC(=O)NCC24CC5CC(CC(C5)C2)C4)C[C@H](C(=O)N2CCOCC2)[C@@]31CCC1CCCC1 (stereo partly drawn)	4.6
S=c1cn[nH]c2ccccc12	-5.8
Cc1cc(C)cc(NS(=O)(=O)CCCS(=O)(=O)Nc2cc(C)cc(C)c2)c1	3.3
Nc1c(N(CCO)C(=O)c2ccccc2OCc2ccccc2Cl)c(=O)[nH]c(=O)n1Cc1ccccc1	1.6
COc1ccc(C=C(NC(=O)c2ccccc2)C(=O)O)cc1OC	3.2
C=CCn1cnnc1SCC(=O)NCC1COc2ccccc2O1 (stereo not drawn)	1.0
Cc1nn(-c2ccc(F)cc2)c(Cl)c1/C=C(/CCC(=O)O)c1nc2ccccc2s1	2.9
CCN(C(=O)COC(=O)CCOc1cccc(C)c1)c1c(N)n(Cc2ccccc2)c(=O)[nH]c1=O	-2.4
N#CCCCC1(CCCC#N)OCCO1	0.4
Cc1cccc(-c2nnc(-c3ccc4ccccc4c3)o2)c1	3.4
COc1ccc(C(=O)NCC(=O)N2CCC(Cc3ccccc3)CC2)cc1OC	4.6
O=CN1CCN(C=O)C(O)C1O (stereo not drawn)	-1.2
Cc1ccc(S(=O)(=O)NCC(NCc2ccc(F)cc2)c2ccccc2)cc1 (stereo not drawn)	1.1
CCOC(=O)c1c2c(n(Cc3ccccc3)c1C)C(=O)C(=O)c1ccccc1-2	9.8
Cc1noc(NS(=O)(=O)c2ccc(NC(=O)c3ccccc3NS(=O)(=O)c3ccc(F)c(F)c3)cc2)c1C	5.6
CN1CCC(N(C)C(=O)/C(C#N)=C\c2ccc(OC(F)F)cc2)CC1	4.0
COC(=O)CC1=C(c2ccc([N+](=O)[O-])cc2)CCC1=O	-5.8
CCN(CC)C(=O)[C@H]1CC(CC(=O)NCCc2ccccn2)C(=O)N2CCc3c([nH]c4ccc(OC)cc34)[C@]12C (stereo partly drawn)	1.4
Cc1ccc(S(=O)(=O)N2CCN(C(=O)COC(=O)Cc3c(F)cccc3Cl)CC2)c(C)c1	2.0
CC(C)CN(C(=O)C1CCCO1)c1c(N)n(CC(C)C)c(=O)[nH]c1=O (stereo not drawn)	5.3
COc1ccc(C2NCCCC2c2ccccc2)cc1 (stereo not drawn)	5.5
Cc1ccc(C2C(C(=O)c3cc4ccccc4o3)=C(O)C(=O)N2CCN(C)C)o1 (stereo not drawn)	-1.3
COc1ccc(OC)c(NC(=O)C2CC(=O)N(CCc3ccc(F)cc3)C2)c1 (stereo not drawn)	6.6
(listing goes on)
SMILES	IDE act
O=C(c1ccccc1)N(c1ccccc1)c1ccccc1O	-0.7
CCN(CC)C(=O)[C@H]1C[C@H](CC(=O)NCCC2=CCCCC2)C(=O)N2CCc3c([nH]c4cc(CCC(=O)N(C)C)ccc34)[C@]12C	2.5
CCNc1ncnc2[nH]ncc12	-3.1
COC1OC(CO)C(N(C)C(C)=O)C1O (stereo not drawn)	6.9
Cc1cc(OCc2nc(N)nc(N)c2-c2ccc(Cl)c(Cl)c2)ccc1[N+](=O)[O-]	0.5
CN1c2ccccc2-c2ccccc2S1(=O)=O	1.6
CCN(CC)CCNC(=O)C(Cl)=C1C(Cl)=C(Cl)C(Cl)=C1Cl	1.0
COc1ccccc1CNC(=O)COC(=O)C1CCN(S(=O)(=O)c2c(Cl)cccc2Cl)CC1	1.9
CN(C(=O)c1cccc(NC(=O)Cc2cccc(NC(=O)C3CCN(S(=O)(=O)c4cccc([N+](=O)[O-])c4)CC3)c2)c1)C1CC1	7.8
O=C(CCNS(=O)(=O)c1ccc(OC(F)(F)F)cc1)N1CCCC1	2.3
CN(C)CCCNC(=O)C[C@H]1C[C@H](C(=O)N2CCCCC2)[C@@]2(C)c3[nH]c4cc(-c5ccco5)ccc4c3CCN2C1=O	-1.2
CN(C(=O)c1cccc(NC(=O)Cc2ccc(NC(=O)C3CCN(C(=O)CCc4ccccc4)CC3)cc2)c1)C1CCC1	-2.3
O=C1NC(=O)C2(CCCCCCC2)N1	-2.1
Cc1cc2ccccc2cc1C(=O)c1ccccc1	2.1
COc1cccc(C=Nc2cc(C(C)C)c(O)cc2C)c1O	1.8
O=c1[nH]c(=S)[nH]c2nccnc12	2.2
Cc1cn(C2CC(O)C(CO)O2)c(=O)n(Cc2ccccc2)c1=O (stereo not drawn)	7.1
COc1ccc(C2C3=C(CC(C)(C)CC3=O)Oc3ncn4nc(-c5ccccc5)nc4c32)cc1 (stereo not drawn)	-3.0
CN(C)C(CNC(=O)c1cc(S(=O)(=O)N2CCOCC2)ccc1Cl)c1cccs1 (stereo not drawn)	0.0
O=C(c1cccc(Cl)c1)N1CCC2CC1c1cc(N3CCOCC3)ccc12 (stereo not drawn)	4.5

Two entries from above, with values ahead of the structure:
| IDE act | structure |
| --- | --- |
| 2.2 | O=c1[nH]c(=S)[nH]c2nccnc12 |
| 7.1 | Cc1cn(C2CC(O)C(CO)O2)c(=O)n(Cc2ccccc2)c1=O (stereo not drawn) |

Remaining list, next part:
SMILES	IDE act
CCN(CC)C(=O)[C@H]1C[C@H](CC(=O)NCCCOC)C(=O)N2CCc3c([nH]c4cc(CCC(=O)N(C)C)ccc34)[C@]12C	0.5
CC(C)C[C@H]1CNC(=S)N1CC1CCN(CCC23CC4CC(CC(C4)C2)C3)CC1	1.4
O=C1C(=NO)C(c2ccccc2)Oc2ccccc21 (stereo not drawn)	1.1
C[C@@H]1C(c2ccccc2)=NN(c2ccc(Br)cc2)[C@H]1C(=O)N1CCOC1=O	1.3
COc1ccc(S(=O)(=O)N2CCOCC2)cc1NC(=O)c1ccc(S(=O)(=O)N(C)c2ccccc2OC)cc1	5.9
CCOC(=O)C1=CN(Cc2ccco2)S(=O)(=O)NC1c1ccc(F)c(Cl)c1 (stereo not drawn)	5.3
c1coc(C2=NC(c3ccco3)C(c3ccco3)N2)c1 (stereo not drawn)	0.6
O=C(O)CCCCCCCCCCC1CCC(O)C1O (stereo not drawn)	0.0
NC1=NC(=O)C(=Cc2ccccc2)S1	3.6
COc1ccc(-c2noc(CCC(=O)N3CCN(c4cccc(OC)c4)CC3)n2)cc1	3.5
CN(C(=O)c1cccc(NC(=O)Cc2ccc(NC(=O)C3CCN(C(=O)C4CCC4)CC3)cc2)c1)C1CCCC1	5.8
OC1COC(c2ccccc2)OC1C1OC(c2ccccc2)OCC1O (stereo not drawn)	1.0

A portion of the library. The share of hits here may be higher or lower than overall.
